GAA glycogen mod = GAA glycogen-cleavage inhibition or activation; P10253; recombinant GAA, glycogen substrate, Amplex Red glucose oxidase fluorescence; Potency, µM (series often up to 76.4 µM), without a hit: at the top dose activity change, negative = inhibition, hits mostly inhibitors; 300,000 tested, 0.38% active; AID 2100;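 further: 0% = full enzyme reaction and -100% = no-enzyme basal signal; the screen sought inhibitors and activators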
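qHTS, 1536-well; enzyme 4 nM final; cpd up to 77 uM; substrate bovine liver glycogen 30 ug; 50 mM citrate/phosphate pH 5.0, 0.01% Tween-20; 37 C, 40 min; Amplex Red detection 45 min RT; Hill fit → AC50.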
HTT cytoprotect = Huntington cell model cytoprotection by ATP luminescence; PC12 HTT-Q103 induced, cytoprotection, ATP luminescence, 40 h; Potency, µM (series often up to 56.4 µM), inactives show cytoprotection (ATP increase), actives largely listed as activators; 230,000 tested, 0.14% active;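 further: % of control where 0% means no effect; nearly all actives have a fitted effect of over 45% in size; toxic huntingtin expression switched on by the ecdysone agonist tebufenozide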
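ATP quantification (ATPlite) reports survival of PC12 cells in which tebufenozide, 100 nM final, switches on Htt exon 1 with 103 glutamines linked to GFP; compounds are titrated.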
GAA spleen mod = inhibitors or activators of human alpha-glucosidase in spleen homogenate | P10253 | human spleen homogenate, 4-MU-alpha-glucoside fluorescence | Potency, µM (doses to about 79.9 µM), inactives show top-dose activity change, negative = inhibition, most hits filed as inhibitors | 240,000 tested, 0.006% active | AID 2112;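 further: 0% = enzyme with vehicle and -100% = no enzyme basal signal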
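Human spleen homogenate (1 ug) with 4-methylumbelliferyl-alpha-D-glucopyranoside (1 mM final) in 50 mM citrate/phosphate pH 5.0, 0.01% Tween-20; 40 min at 37 C. Stopped at pH 10; 4-MU fluorescence Ex 365/Em 440 nm; AC50 by Hill fit.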
Tau fluor cs = counter-screen for tau fibril formation inhibitors; Potency, µM (top dose mostly 57.7 µM), for the others: at the highest dose activity change, negative = decrease; AID 1463; 280,000 tested, 0.93% active; tau K18 P301L Alexa594 fluorescence, heparin fibrillization; further: on the % scale 0 is the no-effect control and ±100 the full control effect; nearly all actives have a fitted effect of over 55% in size
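Human tau K18 P301L (15 uM unlabeled, 0.24 uM Alexa 594-labeled) in 100 mM sodium acetate pH 7 with 20 uM heparin, 6 hr at 37 C. ThT 30 uM added, 1 hr ambient; Alexa 594 FP and total fluorescence read at 555/632 nm.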
GLA spleen mod = inhibitors or activators of human alpha-galactosidase in spleen homogenate; Potency, µM (highest dose often 80 µM), for the others: at the highest dose activity change, negative = inhibition, actives largely listed as inhibitors; P06280; human spleen homogenate, 4MU-alpha-Gal fluorescence, 40 min; 240,000 tested, 0.008% active;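 further: 0% = enzyme with vehicle and -100% = no enzyme basal signal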
Target sequence (P06280 32-429 limits assumed): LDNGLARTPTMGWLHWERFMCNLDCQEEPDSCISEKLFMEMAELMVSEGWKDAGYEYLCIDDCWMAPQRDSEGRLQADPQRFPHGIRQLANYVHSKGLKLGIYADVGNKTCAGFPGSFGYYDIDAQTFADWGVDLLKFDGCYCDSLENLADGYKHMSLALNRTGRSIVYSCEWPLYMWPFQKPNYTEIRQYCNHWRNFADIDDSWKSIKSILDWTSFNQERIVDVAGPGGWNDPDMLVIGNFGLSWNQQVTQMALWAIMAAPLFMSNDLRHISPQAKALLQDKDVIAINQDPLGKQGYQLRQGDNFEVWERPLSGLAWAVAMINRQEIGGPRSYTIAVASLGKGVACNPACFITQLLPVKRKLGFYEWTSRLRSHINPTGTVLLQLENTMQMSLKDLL
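qHTS titration in buffer at pH 5.0. Alpha-galactosidase activity in spleen homogenate was measured via 4-methylumbelliferone release from 1 mM fluorogenic substrate after 40 min at 37C and a pH 10 stop. AC50 came from Hill fits of control-normalized data.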
Tau fibril FP = blocks human tau fibril formation measured by polarization; P10636; K18 P301L tau heparin fibrillization, Alexa594 FP, 6 h; Potency, µM (series often up to 57.7 µM), without a hit: top-dose activity, negative = inhibition, actives largely listed as inhibitors; 280,000 tested, 0.39% active; AID 1468; further: on the % scale 0 is the no-effect control and ±100 the full control effect; nearly all actives have a fitted effect of over 55% in size
Target sequence (P10636 561-689 P618L limits assumed): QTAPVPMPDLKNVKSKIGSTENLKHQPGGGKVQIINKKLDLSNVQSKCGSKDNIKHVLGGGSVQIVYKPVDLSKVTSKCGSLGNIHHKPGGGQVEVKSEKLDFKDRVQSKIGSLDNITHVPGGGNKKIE
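Steps: dispense K18 P301L tau (15 uM plus 0.24 uM Alexa 594 tracer, final) in pH 7 sodium acetate; add compound; add heparin (20 uM final); incubate 6 hr, 37 C; add ThT (30 uM final); after 1 hr ambient, read FP.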
Tau ThT inhib = tau fibrillization inhibition (ThT binding); recombinant tau K18 P301L (four-repeat tau fragment), heparin-induced fibrillization, ThT fluorescence; P10636; Potency, µM (highest dose often 57.4 µM), for inactives: top-dose activity, negative = inhibition, hits mostly inhibitors; 270,000 tested, 2.1% active; AID 1460; further: on the % scale 0 is the no-effect control and ±100 the full control effect; nearly all actives have a fitted effect of over 55% in size
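Recombinant human tau K18 fragment […] carrying P301L, 15 uM unlabeled plus 0.24 uM Alexa 594-labeled, was fibrillized with 20 uM heparin in 100 mM sodium acetate pH 7 for 6 hr at 37 C; 30 uM ThT fluorescence read after 1 hr.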
GAA inhib = inhibitors of human lysosomal alpha-glucosidase; P10253; purified human GAA, 4-MU-alpha-glucoside fluorescence; Potency, µM (highest dose often 76.9 µM), inactives show at the top dose activity change, negative = inhibition, most hits filed as inhibitors; 200,000 tested, 0.005% active; AID 1466;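 further: plate controls were uninhibited enzyme wells for no effect and no-enzyme background for full effect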
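Compounds are titrated up to 77 uM against 4 nM human enzyme. Substrate 4-methylumbelliferyl-alpha-D-pyranoside (400 uM) reacts 20 min at room temperature in pH 5.0 buffer; liberated 4-methylumbelliferone is read at 440 nm.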
Active calls of the source: *; ? = inconclusive; . = no result given; & = joins results of further samples; [ ] = remark or other dose. The call rests on the fitted dose curve; in most records, active means well fitted curve in the direction sought with a large enough effect; inconclusive means small, poorly fitted or top-dose-only effect, or another doubt; inactive means no such curve, though single readings can be large; an effect the other way counts as inactive or inconclusive. Potency means the concentration at half of the fitted maximal effect.

cpd	smiles	GAA glycogen mod	HTT cytoprotect	GAA spleen mod	Tau fluor cs	GLA spleen mod	Tau fibril FP	Tau ThT inhib	GAA inhib
1	COC(=O)C1C(c2ccc(OC)cc2)Nc2nnc(C(F)(F)F)n2C1(C)O (configuration not stated)	5%	-28%	-5%	5%	-10%	6%	-3%	0%
2	CCc1nc(N)c(C#N)c(-c2ccccc2OC)c1C	-17%	5%[10 µM]	-14%	-6%	3%	6%	-14%	-10%
3	O=c1c2c3c(sc2nnn1CCCCOc1ccc(Cl)cc1)CCCC3	-8%[76.3 µM]	.	.	-23%	.	4%	-16%	.
4	O=C(CSc1ccc(-c2ccncc2)nn1)N1CCN(c2ccccc2)CC1	-26%	-46%[inhibitor]	0%	-2%	-5%	2%	4%	3%
5	CC1CCC(NS(=O)(=O)c2ccc3c(c2)n(C)c(=O)c(=O)n3C)CC1 (configuration not stated)	3%	-2%	-2%	-9%	0%	-2%	-10%	-4%
6	Cc1nn(C)cc1/C=N\NC(=O)c1ccc2c(c1)c(C)c(C)n2Cc1ccccc1	-13%	-1%	-8%	?	9%	2%	?	-11%
7	CCc1ccc(CNCc2ccc(F)cc2)cc1	2%	.	-5%	-8%	-10%	6%	-5%	2%
8	O=C(NCCc1ccccc1)c1cnc2sccn2c1=O	-8%	-14%	0%	0%	10%	5%	-2%	-2%
9	Cc1ccc(S(=O)(=O)Nc2ccc(NC(=O)CN3CCCCC3)cc2)cc1	2%	-5%	1%	-7%	5%	3%	-5%	-3%
10	O=C1[C@@H]2[C@H](C(=O)N1Cc1ccco1)[C@H]1C=C[C@@H]2C1	6%	11%	-2%	-9%	-16%	-5%	-5%	-1%
11	N#Cc1c(-c2ccccc2)ccnc1N1CCOCC1	-5%	-24%[1.9 µM]	-4%	2%	-4%	-5%	3%	-13%
12	COc1ccc(OC)c(NC(=O)CCNC(=O)Cn2cnc3ccccc3c2=O)c1	-9%[76.3 µM]	-23%	.	-4%&-11%	-1%	-1%&-9%	-1%&-8%	1%
13	Cn1c(N2CCCCC2)nc2c1c(=O)n(Cc1cccc(Br)c1)c(=O)n2C	4%	5%[10 µM]	-8%	-7%	-15%	2%	-3%	1%
14	C/C(=N\NC1=N[C@H]2CS(=O)(=O)C[C@H]2S1)c1ccccc1	2%	2%[10 µM]	2%	0%[0.0958 µM]	11%	0%[0.0958 µM]	.	.
15	Cc1ccccc1OCC(=O)OCC(=O)NCc1cccs1	1%	9%[10 µM]	-2%	-2%	-2%	2%	-1%	2%
16	CCCC(=O)Nc1nnc(-c2cccc(OCC)c2)s1	0%	-13%	-6%	1%	2%	4%	-4%	4%
17	Cc1cccc2nc3c(nc12)-c1ccccc1C3=O	3%	-5%[10 µM]	-7%	-20%	2%	4%	?	.
18	O=C(COC(=O)c1ccc([N+](=O)[O-])o1)Nc1cccc2ccccc12	4%	-30%	-4%	-12%	-6%	5%	?	-9%
19	O=C(OCC(=O)c1ccc(Cl)s1)c1ccccn1	-3%	22%[1.9 µM]	0%	-10%	-2%	0%	-5%	-1%
20	Cc1cc(Cl)ccc1OCCCC(=O)N1CCN(C(=O)c2ccco2)CC1	2%	-14%[10 µM]	-17%	-4%	1%	-1%	?	3%
21	O=C(CCCn1c(SCC(=O)NCC2CCCO2)nc2ccccc2c1=O)NCc1ccccc1 (configuration not stated)	13%	-2%	-2%	-3%	-1%	7%	-4%	1%
22	Cc1ccc(C(=O)NC(=S)NCc2cccnc2)c(C)c1	-13%	15%[10 µM]	6%	-11%	2%	-10%	-10%	.
23	Cc1ccc(NC(=O)c2oc3ccccc3c2NC(=O)Cc2ccccc2)cc1	9%[76.3 µM]	.	.	?	.	-20%	2%	.
24	Cc1ccc(-c2nnc3ccc(SCC(=O)Nc4cc(C)on4)nn23)cc1	-5%	5%	3%	-5%	7%	0%	-5%	3%
25	Cc1ccc2[nH]c(C)c(CCNC(=O)c3cc4cc(Br)ccc4oc3=O)c2c1	1%[76.3 µM]	.	.	?	.	?	?	.
26	Cc1cc(C)nc(/N=C(/NC(=O)c2ccccc2)Nc2ccccc2)n1	3%	13%	-1%	-3%	2%	0%	-3%	-4%
27	CCc1ccccc1NC(=O)Cn1ccn(Cc2ccccc2)c(=O)c1=O	-27%[76.3 µM]	.	.	-27%	.	-15%	-15%	.
28	Cc1ccc(NC(=O)CC(=O)NCCN2CCOCC2)cc1	2%	3%[10 µM]	-16%	-9%	11%	0%	-8%	11%
29	Cc1c2cnn(CC(=O)Nc3ccc(F)cc3F)c(=O)c2c(C)n1Cc1cccc(Cl)c1	-1%[76.3 µM]	.	.	-8%	.	-5%	0%	.
30	CCOC(=O)N1CCN(C(=O)Nc2cccc3ccccc23)CC1	6%	13%[10 µM]	-1%	2%	3%	4%	-2%	13%
31	COc1cc(OC)c(OC)cc1/C=N/Nc1ncnc2c1[nH]c1ccccc12	0%	7%[0.074 µM]	4%	-29%	3%	7%	?	?
32	CC(=O)Nc1ccc(NS(=O)(=O)c2c(Cl)cccc2Cl)cc1	0%	1%[10 µM]	-2%	-15%	-10%	-2%	-6%	.
33	C#CCOCCOCCOCCNc1nc(N2CCOCC2)nc(N2CCN(C(=O)[C@H]([C@@H](C)CC)n3cc([C@@H](N)CO)nn3)CC2)n1	-5%	15%[10 µM]	-1%	5%	1%	2%	-8%	.
34	Cc1ccc(Cn2c(=O)n(-c3ccc(C)cc3)c(=O)c3c2c2cc(C)ccc2n3C)cc1	16%[76.3 µM]	.	.	7%	.	6%	5%	.
35	CCNC(=O)OCc1cn(-c2ccccc2)nn1	3%	18%[10 µM]	14%	3%	14%	-13%	6%	-2%
36	CCOC(=O)c1nnn(CC(=O)Nc2cccc(OC)c2)c1C(=O)OCC	5%	4%	-9%	-4%	-1%	-2%	4%	-6%
37	CC1=C(C(=O)N2CCCCC2)C2(CCC(C)CC2)OC1=O (configuration not stated)	7%	2%	1%	1%	0%	6%	2%	-2%
38	CCc1c(C)sc(NC(=O)c2cc(C)on2)c1C#N	9%	-36%	-6%	0%	0%	-5%	-10%	2%
39	CCOC(=O)c1cc(C)sc1NC(=O)CCC(=O)O	4%	-9%	4%	-1%	0%	3%	0%	-5%
40	CCC(=O)Nc1ccc(C(=O)NNC(=O)COc2cc(C)ccc2C)cc1	-3%	2%[10 µM]	-6%	-24%	-6%	-10%	?	3%
41	O=C(OCCN1CCOCC1)C(c1ccccc1)c1ccccc1	4%	-15%[10 µM]	2%	-6%	5%	7%	-7%	-3%
42	O=C(CSc1ncnc2c1oc1ccccc12)Nc1cccc(F)c1	2%	-14%	5%	-19%	11%	-16%	-5%	-2%
43	CC1=CC[C@@]23CCCN2C(=O)CCC[C@H]3C1	.	-17%[96.6 µM]	6%[181 µM]	-8%[126 µM]	3%[181 µM]	-1%[126 µM]	-10%[126 µM]	.
44	Cc1ccc(C)c(Cn2c(C(C)O)nc3ccccc32)c1 (configuration not stated)	-2%	-2%	-9%	1%	-8%	2%	1%	-1%
45	Cc1ccc(CNC(=O)CCn2nc(-c3ccc(Cl)cc3)ccc2=O)cc1	-14%	-31%	2%	-13%	?	0%	-11%	-4%
46	Cc1cnc(C(=O)N2CCCC(C(=O)c3ccc(C(F)(F)F)cc3)C2)cn1 (configuration not stated)	8%	?	-5%	6%	-5%	-6%	?	?
47	CCN(CC)S(=O)(=O)c1ccc(N2CCCC2)c(C(=O)OCC(=O)/C(C#N)=C(\C)N)c1	-2%	-30%	-6%	?	-5%	-11%	-6%	-10%
48	CC1=CC(c2ccc(Cl)cc2)n2nc(NS(=O)(=O)c3ccc(C)cc3)nc2N1 (configuration not stated)	?	-5%	7%	-12%	10%	-1%	?	-1%
49	CCOC(=O)C1=C(C)NC(=O)NC1c1cccc(O)c1 (configuration not stated)	5%	7%[0.074 µM]	-3%	-1%	-2%	5%	0%	-3%
50	O=C(CNC(=O)Cc1ccccc1)NCC(=O)OCc1ccc(C(=O)c2ccccc2)cc1	7%	-34%	-6%	-6%	-6%	0%	-3%	-11%
51	CCOc1cc(C(=O)NCCOC)cc(OCC)c1OCC	6%	-8%	-4%	-5%	7%	0%	-9%	4%
52	CC1Oc2ccccc2OC1(O)c1ccccn1 (configuration not stated)	15%	-1%[10 µM]	-3%	0%	6%	5%	-1%	0%
53	C=C(C(C)=O)C(O)/C=C/c1ccco1 (configuration not stated)	.	-41%	-8%	-11%	-1%	?	?	.
54	COc1ccc(C2C(C(=O)NC(C)C)c3ccccc3C(=O)N2C)cc1OC (configuration not stated)	8%	-33%	-8%	-18%	-29%	?	?	-5%
55	Cc1ccc(-n2[nH]c(C)c(C=Nc3ccc4[nH]c(=O)[nH]c4c3)c2=O)cc1	-4%	1%[10 µM]	-1%	?	-11%	19%	?	8%
56	COc1ccccc1NC(=O)CN(C)S(=O)(=O)c1ccc2c(c1)c(=O)n(C)c(=O)n2C	18%[76.3 µM]	.	.	-7%	.	-5%	-1%	.
57	CN1CCN(NC(=S)NC(C)(C)CC(C)(C)C)CC1	-5%	-16%	1%	-2%	-4%	10%	-4%	-7%
58	CCOC(=O)N1CCC(N2Cc3cccc(C(=O)Nc4ccc(CC)cc4)c3C2=O)CC1	3%	-8%	-1%	-23%	-4%	-9%	?	-4%

Single records (already shown). Values in the order: GAA glycogen mod	HTT cytoprotect	GAA spleen mod	Tau fluor cs	GLA spleen mod	Tau fibril FP	Tau ThT inhib	GAA inhib
Cc1ccc(CNC(=O)CCn2nc(-c3ccc(Cl)cc3)ccc2=O)cc1 is listed as -14%	-31%	2%	-13%	?	0%	-11%	-4%
Cc1ccc(Cn2c(=O)n(-c3ccc(C)cc3)c(=O)c3c2c2cc(C)ccc2n3C)cc1 is listed as 16%[76.3 µM]	.	.	7%	.	6%	5%	.

Screening results as filed in PubChem BioAssay.
